Compound activity as filed in PubChem BioAssay.
BRCA1 expr up = activators of BRCA1 expression; MCF7-BRCA1-FFLuc reporter, luminescence, 48 h; response scale: scaled: vehicle 0%, 10 µM genistein 100%; Potency, µM (top dose mostly 46.1 µM), inactives show at the top dose activation, usual class: activators; 380,000 tested, 1.1% active; also: potency is read from the fitted curve at half-maximal effect; nearly all actives have a fitted effect of over 80% in size; some results filed as inactive show a strong effect at the top dose
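Cells: MCF7-BRCA1-FFLuc, 2000/well. Exposure: 48 h, 37 °C, 5% CO2. Read: luminescence, 15 min post-substrate. Controls: genistein 10 microM (maximal activation), DMSO (neutral).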
PTAP TSG101 blk = blocks PTAP/TSG101 interaction to inhibit HIV-1 budding. Q99816. Fluorescence polarization, FITC-PTAP peptide / Tsg101 binding. Potency, µM (series often up to 115 µM), without a hit: top-dose activity change, negative = inhibition, most hits filed as inhibitors. 340,000 tested, under 10 active. AID 493005; active = well fitted inhibition curve with a large enough effect in the main read-out, with a control signal flat, not every such curve was filed as active; inconclusive = small, poorly fitted or top-dose-only effect, or effect the other way, or a change in a side signal; inactive = no such curve, though single readings can be large or run the other way; also: potency is read from the fitted curve at half-maximal effect; % of control where 0% means no effect
Target sequence (Q99816 whole entry, looked up): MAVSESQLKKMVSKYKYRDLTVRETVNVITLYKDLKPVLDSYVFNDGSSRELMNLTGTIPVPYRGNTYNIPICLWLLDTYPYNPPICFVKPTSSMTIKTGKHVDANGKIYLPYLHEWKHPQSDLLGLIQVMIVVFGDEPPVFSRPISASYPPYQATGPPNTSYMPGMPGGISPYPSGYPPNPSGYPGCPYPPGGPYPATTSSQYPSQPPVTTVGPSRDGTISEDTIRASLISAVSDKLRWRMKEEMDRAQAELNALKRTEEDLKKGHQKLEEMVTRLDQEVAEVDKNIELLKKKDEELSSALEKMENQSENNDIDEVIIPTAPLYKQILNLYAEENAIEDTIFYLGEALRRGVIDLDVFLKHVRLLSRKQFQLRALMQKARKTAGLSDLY
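FP read-out: FITC-PTAP peptide, 50 nM final, binding Tsg101 binding domain, 10 uM final; 20 min, r.t.; 10 mM HEPES pH 7.5, 0.15 M NaCl, 0.01% Tween 20, 3 mM EDTA, 0.1 mM TCEP.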
ELG1 DNA repair = blocks ELG1-dependent DNA repair in HEK293T cells. HEK293T ELG1-luciferase reporter, luminescence, 16 h; DNA damage induced by 5-fluorouridine. Potency, µM (top dose mostly 46.1 µM), inactives show at the highest dose activity change, negative = inhibition, usual class: inhibitors. 330,000 tested, 2.3% active. AID 504467; also: potency is read from the fitted curve at half-maximal effect; % is scaled to controls: 0 for no effect and ±100 for the full control effect; nearly all actives have a fitted effect of over 55% in size
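Cells (2,000 per well) received 5-fluorouridine plus test compound or DMSO and were incubated 16 hr at 37 °C, 5% CO2. Luciferase activity was read by luminescence 30 min after ONE-Glo addition; signal suppression marked inhibition of damage-induced ELG1 function.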
TRPV1 ag = human TRPV1 agonism | TRPV1-expressing cells, Fluo-8 calcium influx, agonist mode | 320,000 tested, 0.19% active | activation, % at 8.33 µM | AID 540275; in the data active = activation above about 80%; inconclusive = between about 30% and that limit; also: 0% is about no effect
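Cells expressing TRPV1 were dye-loaded with Fluo-8 and read kinetically: 10 s baseline, 3 min after compound (agonist portion), then 2 min after EC20 capsaicin (allosteric enhancer portion). Calcium-bound dye fluorescence at 480/520 nm.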
a7 integrin act = integrin-mediated muscular dystrophy alleviation activation; alpha7betagal myoblasts, beta-gal FDG fluorescence, 48 h; AID 624291; Potency, µM (series often up to 38.3 µM), for inactives: top-dose activation, usual class: activators; 350,000 tested, 0.064% active;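 also: potency is read from the fitted curve at half-maximal effect; 100% = response of the positive control SU9516; nearly all actives have a fitted effect of over 60% in size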
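Alpha7betagal+/- myoblasts (passage 13) were plated 16-24 hr, then exposed to compounds (1:260 dilution of DMSO stock) for 48 hours at 37C. After MPER lysis, β-galactosidase reporter activity was read as FDG fluorescence (ex 480/em 540) after 30 minutes.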
B2AR arrestin = recruits beta-arrestin to the human beta2-adrenergic receptor. P07550. beta-arrestin recruitment to beta2AR, cell-based reporter. Potency, µM (doses to about 46.1 µM), inactives show top-dose activation, usual class: activators. 330,000 tested, 0.02% active. AID 492947;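 also: potency is read from the fitted curve at half-maximal effect; 0% = DMSO controls and full agonism = EC100 isoproterenol or metaproterenol; nearly all actives have a fitted effect of over 65% in size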
Target sequence (P07550 whole entry, looked up): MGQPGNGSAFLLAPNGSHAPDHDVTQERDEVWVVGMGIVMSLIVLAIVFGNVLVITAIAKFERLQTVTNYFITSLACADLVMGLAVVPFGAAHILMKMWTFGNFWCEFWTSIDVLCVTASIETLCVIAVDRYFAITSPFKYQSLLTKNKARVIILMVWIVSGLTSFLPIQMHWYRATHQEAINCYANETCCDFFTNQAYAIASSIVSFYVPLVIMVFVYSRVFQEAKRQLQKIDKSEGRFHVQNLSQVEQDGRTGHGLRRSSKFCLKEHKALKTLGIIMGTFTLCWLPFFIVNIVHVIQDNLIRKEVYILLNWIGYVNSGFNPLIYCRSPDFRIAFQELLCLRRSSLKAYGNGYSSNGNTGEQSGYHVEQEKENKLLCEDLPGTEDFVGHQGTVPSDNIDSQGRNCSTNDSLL
p53 reactivation = restores transcriptional activity of mutant p53. 320,000 tested, 0.063% active. AID 504706. Potency, µM (top dose mostly 92.2 µM), without a hit: top-dose activity change, positive = activation, hits mostly activators. H1299 p53-A138V BP100-luciferase reporter, luminescence, 24 h; also: potency is read from the fitted curve at half-maximal effect; % of control where 0% means no effect; nearly all actives have a fitted effect of over 45% in size
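p53-null H1299 cells stably carrying temperature-sensitive p53-A138V and a BP100-luciferase reporter were pinned with compounds (4-point, 1:5 series) and held 24 hrs at 37 deg C. Luminescence was read 10 min after detection reagent.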
MLL CXXC-DNA inh = MLL CXXC-DNA interaction inhibition. Q03164. MLL-CXXC / FITC-HOXA9 DNA fluorescence polarization. Potency, µM (highest dose often 115 µM), for the others: top-dose activity change, negative = inhibition, most hits filed as inhibitors. 290,000 tested, 0.037% active; active = well fitted inhibition curve with a large enough effect in the polarisation, with a control signal flat, not every such curve was filed as active; inconclusive = small, poorly fitted or top-dose-only effect, or effect the other way, or a change in a side signal; inactive = no such curve, though single readings can be large or run the other way; the % refers to the polarisation; also: potency is read from the fitted curve at half-maximal effect
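Steps: dispense CXXC domain solution (7 uM) → pin compounds or unlabeled HOX-A9 DNA control → 5 min ambient → add FLSN-HOX-A9 solution (50 nM) → spin → 30 min ambient → fluorescence polarization. Tris pH 7.5/NaCl/DTT/BSA buffer.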
TCR act = activates T cell receptor signaling; primary human leukocytes, anti-CD3, IL-2 HTRF, 48 h; Potency, µM (doses to about 9.22 µM), inactives show top-dose activation of IL-2 secretion, actives largely listed as activators; 330,000 tested, under 10 active; also: % of control where 0% means no effect
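Readout: HTRF IL-2, Eu-cryptate/d2 antibody pair, 320nm excitation, 665nm emission. Stimulus: a-CD3 beads, no co-stimulation. Cells: primary human leukocytes. Exposure: 48 hr with compound.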
A-T KAP1 phos = candidate therapy for ataxia-telangiectasia | 320,000 tested, 0.19% active | […] A-T fibroblasts, KAP-1 phosphorylation AlphaLISA; neocarzinostatin DNA damage 30 min before lysis | AID 485349 | Potency, µM (top dose mostly 57.5 µM), for the others: at the highest dose activation, hits mostly activators; also: potency is read from the fitted curve at half-maximal effect; % of control where 0% means no effect; nearly all actives have a fitted effect of over 45% in size
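hTERT-immortalized A-T patient fibroblasts ([…]), 500 cells/well in OPTI-MEM, 1% FBS, got compounds for 60 min, then NCS for 30 min at 37C. Lysates were then assayed for phospho-KAP-1 by AlphaLISA (anti-pKAP1 donor, anti-KAP1 acceptor beads), 6 hr at 25C.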
An asterisk follows results filed as active; ? = inconclusive; nt = not tested or not shown; [ ] = another dose, or the depositor's remark. Unless noted, calls follow the shape of the dose curve; as a rule, active = well fitted curve in the direction sought with a large enough effect; inconclusive = small, poorly fitted or top-dose-only effect, or another doubt; inactive = no such curve, though single readings can be large; an effect the other way counts as inactive or inconclusive.

The line under a structure holds: BRCA1 expr up	PTAP TSG101 blk	ELG1 DNA repair	TRPV1 ag	a7 integrin act	B2AR arrestin	p53 reactivation	MLL CXXC-DNA inh	TCR act	A-T KAP1 phos
- O=C(CN1CCN(S(=O)(=O)c2ccc(Br)cc2)CC1)Nc1ccccc1F
 : -19%	-1%	?	4	2%	-0.2%	2%	0%	0%	4%
- O=c1c(Oc2ccccc2Br)c(C(F)(F)F)oc2c(CN3CCCC3)c(O)ccc12
 : 2%	-9%	?	3	14%	0.2%	5%	-8%	8%	1%
- COc1ccc(OC)c(NC(=O)CCN2CCN(c3ccccc3F)CC2)c1
 : 3%	-3%	?	1	2%	0.5%	8%	-6%	5%	nt
- CCCC(=O)Nc1ccc2c(c1)nc(CN1CCCCC1)n2C
 : -2%	-2%	10%	4	-10%	3.5%	1%	7%	1%	2%
- O=C(CCCCO)c1ccc(O)c(Cl)c1
 : 11%	6%	20%	-3	-12%	0.1%	12%	nt	-3%	-9%
- Cc1ccccc1-n1nnnc1SCC(=O)NCC1CCCO1 (stereo unspecified)
 : 1%	-5%	2%	13	15%	0.0%	-2%	0%	nt	22%
- CC1(C)CC(=O)C=C(NNC(=O)c2cccnc2)C1
 : -22%	-3%	?	-1	18%	-0.4%	0%	-10%	0%	7%
- Cc1cc2c(cc1S(=O)(=O)NCCc1ccccc1)NC(=O)CO2
 : -22%	-2%	-1%	-2	-2%	0.0%	1%	nt	-1%	0%
- COc1cccc(CN2CCN(Cc3nc4c(s3)CCCC4)CC2CCO)c1 (stereo unspecified)
 : -12%	1%	?	0	-13%	0.5%	0%	0%	4%	-1%[11.5 µM]
- Cc1ccc(CC(=O)N2CCN(c3cccc(C(F)(F)F)c3)CC2)cc1
 : 2%	-6%	-12%	?	-7%	0.6%	-5%	0%	5%	1%
- COCCN=C1Sc2nc3cc(C)c(C)cc3cc2CN1Cc1cccs1
 : 62%	-3%	?	-1	-35%	0.6%	14%	-1%	2%	5%
- CCOC(=O)C1CCN(C(=O)CSc2n[nH]c(=O)[nH]c2=O)CC1
 : -5%	-1%	12%	3	7%	6.2%	4%	-3%	-3%	2%
- O=C(CSc1nnc(COc2ccccc2F)n1-c1ccccc1)NCc1ccco1
 : -20%	-1%	11%	-1	-24%	?	-6%	6%	-5%	3%
- O=c1cc(-c2cccc(Br)c2)oc2cccc(O)c12
 : -60%	0%	?	-1	-3%	-0.1%	9%	4%	3%	3%
- CCOC(=O)/C=C1\CN(Cc2cc(OC)c(OC)c(OC)c2)S(=O)(=O)c2ccc(C(F)(F)F)cc21
 : -19%	-6%	?	3	0%	0.2%	nt	5%	-1%	9%

Another view of part of the listing above.
COc1cccc(CN2CCN(Cc3nc4c(s3)CCCC4)CC2CCO)c1 (stereo unspecified)
- BRCA1 expr up: -12%
- PTAP TSG101 blk: 1%
- ELG1 DNA repair: ?
- TRPV1 ag: 0
- a7 integrin act: -13%
- B2AR arrestin: 0.5%
- p53 reactivation: 0%
- MLL CXXC-DNA inh: 0%
- TCR act: 4%
- A-T KAP1 phos: -1%[11.5 µM]

Cc1ccc(CC(=O)N2CCN(c3cccc(C(F)(F)F)c3)CC2)cc1
- BRCA1 expr up: 2%
- PTAP TSG101 blk: -6%
- ELG1 DNA repair: -12%
- TRPV1 ag: ?
- a7 integrin act: -7%
- B2AR arrestin: 0.6%
- p53 reactivation: -5%
- MLL CXXC-DNA inh: 0%
- TCR act: 5%
- A-T KAP1 phos: 1%

COCCN=C1Sc2nc3cc(C)c(C)cc3cc2CN1Cc1cccs1
- BRCA1 expr up: 62%
- PTAP TSG101 blk: -3%
- ELG1 DNA repair: ?
- TRPV1 ag: -1
- a7 integrin act: -35%
- B2AR arrestin: 0.6%
- p53 reactivation: 14%
- MLL CXXC-DNA inh: -1%
- TCR act: 2%
- A-T KAP1 phos: 5%

CCOC(=O)C1CCN(C(=O)CSc2n[nH]c(=O)[nH]c2=O)CC1
- BRCA1 expr up: -5%
- PTAP TSG101 blk: -1%
- ELG1 DNA repair: 12%
- TRPV1 ag: 3
- a7 integrin act: 7%
- B2AR arrestin: 6.2%
- p53 reactivation: 4%
- MLL CXXC-DNA inh: -3%
- TCR act: -3%
- A-T KAP1 phos: 2%

Additional structures
The line under a structure holds: BRCA1 expr up	PTAP TSG101 blk	ELG1 DNA repair	TRPV1 ag	a7 integrin act	B2AR arrestin	p53 reactivation	MLL CXXC-DNA inh	TCR act	A-T KAP1 phos
- COC(=O)c1ccc(NC(=O)NCCCl)cc1
 : 2%	-3%	-12%	-5	-9%	-0.8%	0%	4%	nt	-1%
- CC(C)N(C(=O)CSc1nc2ccccc2n1-c1ccccc1)C(C)C
 : -55%	-1%	-11%	?	-4%	-0.2%	-6%	-10%	-1%	6%
- Cc1ccc(C(=O)NN2C(=O)c3ccc(S(=O)(=O)c4ccc(C(=O)O)cc4)cc3C2=O)cc1
 : -1%	-2%	11%	?	3%	0.0%	?	-12%	-2%	1%
- CC(C)(C)NC(=O)C(=O)NNC(=O)COc1ccc(Br)cc1
 : 2%	-3%	9%	1	0%	-1.3%	-1%	0%	1%[46.1 µM]	6%
- Cc1ccc(NC(=O)Cn2nc(C)cc2C)cc1
 : 12%	-1%	2%	-2	3%	0.0%	-5%	0%	-11%	3%
- O=C1COc2ccc(C(=O)COC(=O)c3ncc(Cl)c(Cl)c3Cl)cc2N1
 : -1%	1%	11%	14	8%	-0.2%	5%	nt	2%	4%
- CC(C)(C)c1ccc(-c2nc(O)c(CC(=O)O)s2)cc1
 : nt	nt	?	-1	nt	-0.2%	1%	7%	nt	-6%
- CC(=O)Oc1c(/C=C(\C#N)C(N)=O)[nH]c2ccccc12
 : -79%	?	21µM*	-11	0%	0.1%	-20%	0%	-1%[46.1 µM]	11%
- C=CCOc1ccc(CNn2cn[nH]c2=S)cc1OCC
 : -4%	-6%	1%	2	-9%[7.66 µM]	-0.3%	0%	-1%	nt	2%
- Cc1ccc(C)c(NC(=O)CN(C)C(=O)C2CCN(C(=O)Nc3ccccc3)CC2)c1
 : 3%	-7%	16%	0	15%	0.0%	3%	nt	1%	-2%
- C=CCN1C(=O)C(CC(=O)Nc2ccccc2)N(Cc2ccccn2)C1=S (stereo unspecified)
 : -1%	-8%	-7%	13	4%	-1.0%	5%	4%	6%	-5%
- COc1ccccc1CNC(=O)c1ccc(-c2ccccc2Cl)o1
 : 80%	3%	3%	-2	-9%	-0.7%	6%	-1%	0%	-4%
- COc1ccc(NS(=O)(=O)c2cccc(C(=O)N3CCN(C(=O)c4ccco4)CC3)c2)cc1
 : -16%	-4%	?	nt	-15%	-0.3%	-1%	nt	2%	0%
- COc1ccc(C(=O)NCCc2nnc(SCC(=O)Nc3ccc(Br)cc3)n2C)cc1
 : -25%	nt	27%	-6	-12%	-0.4%	16%	-5%	nt	nt
- O=C(NNC(=O)c1ccncc1)NC1CCCCC1
 : 2%	-10%	?	-1	13%	-0.4%	-5%	-6%	-7%	14%

The listing continues.
The line under a structure holds: BRCA1 expr up	PTAP TSG101 blk	ELG1 DNA repair	TRPV1 ag	a7 integrin act	B2AR arrestin	p53 reactivation	MLL CXXC-DNA inh	TCR act	A-T KAP1 phos
- CCn1nc(C)c(NC(=O)CSc2nnc(-c3ccco3)n2C)c1C
 : -15%	-2%	-5%	1	9%	-0.1%	-1%	-1%	-19%	3%
- CN(C)CCNc1ccc(CO)c2sc3ccc(O)cc3c(=O)c12
 : -98%	-1%	nt	nt	-53%[inhibitor]	nt	nt	nt	1%	nt
- CC(=O)C1C(c2ccc(O)cc2)NC(=O)NC1(O)C(F)(F)F (stereo unspecified)
 : 1%	0%	0%	0	12%	0.1%	-1%	2%	1%	-8%
- O=C(CNc1cccc(S(=O)(=O)N2CCOCC2)c1)Nc1cccc(Br)c1
 : -28%	-1%	?	2	14%	-0.1%	-7%	nt	-6%	1%
- Cc1ccc(NC(=O)c2ccco2)c([N+](=O)[O-])c1
 : 7.9µM*	1%	?	0	4%	0.3%	21%	9%	-2%	-8%
- COC(=O)c1ccccc1NC(=O)c1cc(-c2ccc(O)cc2)on1
 : -2%	0%	?	nt	-4%	0.0%	0%	-5%	16%	2%
- CCOc1ccc(CNCCc2ccc(S(N)(=O)=O)cc2)cc1
 : -1%	-6%	-5%	-2	12%	-0.2%	-4%	-6%	-1%	-2%
- CCN(c1ccccc1)S(=O)(=O)c1csc(C(N)=O)c1
 : -10%	0%	0%	3	-2%	0.0%	5%	7%	15%	-2%
- CCOC(=O)c1ccc(NC(=O)c2ccc(CO)c(C(=O)NC3CCN(C(=O)OCC)CC3)c2)cc1
 : -45%	-2%	?	-2	-61%[inhibitor]	-0.2%	-5%	3%	nt	4%

Outcome played no part in choosing rows; any-hit rate near 3.8%.
